Screening results deposited in PubChem by National Center for Advancing Translational Sciences (NCATS).
JMJD2A Tudor inh = inhibitors of human JMJD2A Tudor domain; O75164; AlphaScreen JMJD2A-Tudor / H3K4me3 peptide binding; Potency, µM (top dose mostly 114 µM), for the others: at the highest dose activity change, negative = inhibition, hits mostly inhibitors; actives 4.4% (n = 390,000); note: % is set by controls: 0 for no effect and ±100 for the full control effect; nearly all actives have a fitted effect of over 50% in size
Tb PGK inh = blocks T. brucei phosphoglycerate kinase; P07378; PGK/GAPDH coupled, Kinase-Glo luminescence, 60 min; Potency, µM (highest dose often 57.5 µM), for inactives: at the highest dose activity change, negative = inhibition, most hits filed as inhibitors; actives 0.043% (n = 380,000); note: % is set by controls: 0 for no effect and ±100 for the full control effect; nearly all actives have a fitted effect of over 60% in size
Target sequence (P07378 whole entry, looked up): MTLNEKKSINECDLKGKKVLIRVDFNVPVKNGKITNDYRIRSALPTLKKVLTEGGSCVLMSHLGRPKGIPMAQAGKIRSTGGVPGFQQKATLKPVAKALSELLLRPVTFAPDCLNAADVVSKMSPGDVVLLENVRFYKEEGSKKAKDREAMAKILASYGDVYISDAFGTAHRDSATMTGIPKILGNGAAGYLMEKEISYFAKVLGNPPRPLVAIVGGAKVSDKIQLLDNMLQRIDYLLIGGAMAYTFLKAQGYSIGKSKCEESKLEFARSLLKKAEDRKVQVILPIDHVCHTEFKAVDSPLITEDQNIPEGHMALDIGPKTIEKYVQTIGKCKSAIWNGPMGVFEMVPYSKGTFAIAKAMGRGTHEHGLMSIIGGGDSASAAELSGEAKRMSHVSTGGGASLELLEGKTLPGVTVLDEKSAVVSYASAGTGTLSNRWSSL
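Recombinant glycosomal PGK reaction used 1,3-bisphosphoglycerate generated in-well by GAPDH (100nM final) in 100mM TEA pH 7.6, 5mM MgCl2, 0.01% Tween-20. After 60 minutes at room temperature, ATP was read by Kinase-Glo Plus luminescence end-point.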
12-LOX inh = blocks human arachidonate 12S-lipoxygenase. AID 1671190. actives 1.1% (n = 580,000). P18054. purified 12hLO, xylenol orange hydroperoxide absorbance. Potency, µM (top dose mostly 108 µM), inactives show at the highest dose activity change, negative = inhibition, most hits filed as inhibitors; note: % is set by controls: 0 for no effect and ±100 for the full control effect
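Hydroperoxide product was detected by ferrous iron/xylenol orange as the 573 to 405 nm absorbance ratio. Arachidonic acid at 40 uM (final) was turned over for 30 min at room temperature by 150 nM human 12hLO, pH 7.0 Hepes buffer, after 15 min compound preincubation.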
ERG-DNA inh = blocks human ERG Ets domain binding to DNA | fluorescence polarization, His-ERG Ets domain / labelled DNA | Potency, µM (series often up to 76.9 µM), without a hit: at the highest dose FP activity, negative = inhibition, usual class: inhibitors | actives 0.028% (n = 370,000) | AID 624246; active = well fitted inhibition curve with a large enough effect in the polarisation, with a control signal flat; inconclusive = small, poorly fitted or top-dose-only effect, or effect the other way, or a change in a side signal; inactive = no such curve, though single readings can be large or run the other way; the % refers to the polarisation;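 note: polarization taken with two DNA probes labelled with fluorescein and Texas red; % of control where 0% means no effect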
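His-tagged ERG Ets domain (1 uM in the protein solution; 300mM KCl, 50mM Tris-HCl, 1mM EDTA, 1mM DTT, pH 7.5) received compound, then a probe mix of 5 nM fluorescein-DNA and 100nM Texas-615-DNA. Fluorescence polarization was read for both dyes.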
Pin1 inh = inhibitors of human Pin1. Q13526. Pin1 FP peptide displacement, HiFluor488, 10 min. Potency, µM (doses to about 115 µM), without a hit: at the top dose activity, negative = inhibition, most hits filed as inhibitors. actives 0.009% (n = 390,000). AID 504891; active = well fitted inhibition curve with a large enough effect in the polarisation, with a control signal flat, not every such curve was filed as active; inconclusive = small, poorly fitted or top-dose-only effect, or effect the other way, or a change in a side signal; inactive = no such curve, though single readings can be large or run the other way; the % refers to the polarisation; note: % is set by controls: 0 for no effect and ±100 for the full control effect
Target sequence (Q13526 whole entry, looked up): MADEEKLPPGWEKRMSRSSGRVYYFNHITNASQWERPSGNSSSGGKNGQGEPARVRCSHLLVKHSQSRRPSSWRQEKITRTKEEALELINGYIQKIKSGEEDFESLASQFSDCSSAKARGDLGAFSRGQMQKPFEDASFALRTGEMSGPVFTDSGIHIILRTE
TrxR1 inh = blocks rat thioredoxin reductase 1. actives 1% (n = 390,000). recombinant rTrxR1, NADPH fluorescence consumption, selenite substrate. O89049. Potency, µM (highest dose often 114 µM), for the others: at the top dose activity change, negative = inhibition, usual class: inhibitors; note: % is set by controls: 0 for no effect and ±100 for the full control effect; nearly all actives have a fitted effect of over 65% in size
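Rat TrxR1 (90 nM in the dispensed reagent) was pre-reduced with 400 uM NADPH for 5 min at room temperature, then incubated with compound for 15 min. After 400 uM selenite was added, NADPH fluorescence (Ex 340/Em 450 nm) was followed for 8 min.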
HP1b chromo inh = blocks HP1-beta chromodomain binding to methylated histone tails. P83916. AlphaScreen HP1-beta / biotin-H3K9me3 peptide binding. Potency, µM (doses to about 114 µM), for the others: at the highest dose activity change, negative = inhibition, usual class: inhibitors. actives 0.56% (n = 390,000). AID 540317; note: nearly all actives have a fitted effect of over 70% in size; inactives centre near 23
Target sequence (P83916 whole entry, looked up): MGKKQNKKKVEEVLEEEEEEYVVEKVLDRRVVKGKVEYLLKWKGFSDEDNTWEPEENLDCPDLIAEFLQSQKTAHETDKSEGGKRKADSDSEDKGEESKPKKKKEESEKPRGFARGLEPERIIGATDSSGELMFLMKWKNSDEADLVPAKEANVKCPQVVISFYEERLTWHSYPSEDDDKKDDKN
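AlphaScreen: HP1-beta (50 nM) preformed 30 min with biotin-H3(1-18)K9me3 peptide (50 nM) in PBS pH 7.4, 0.01% Tween-20. Compound added for 30 min at RT, then streptavidin donor/nickel chelate acceptor beads (10 ug/mL) for 30 min.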
RGS4 inh = human RGS4 inhibition | Potency, µM (highest dose often 114 µM), for the others: at the top dose activity change, negative = inhibition, usual class: inhibitors | Transcreener GDP fluorescence polarization, RGS4-accelerated GTP hydrolysis | actives 0.039% (n = 390,000) | P49798 | AID 504845; note: % is set by controls: 0 for no effect and ±100 for the full control effect; nearly all actives have a fitted effect of over 75% in size; some results filed as inactive show a strong effect at the top dose
Target sequence (P49798 whole entry, looked up): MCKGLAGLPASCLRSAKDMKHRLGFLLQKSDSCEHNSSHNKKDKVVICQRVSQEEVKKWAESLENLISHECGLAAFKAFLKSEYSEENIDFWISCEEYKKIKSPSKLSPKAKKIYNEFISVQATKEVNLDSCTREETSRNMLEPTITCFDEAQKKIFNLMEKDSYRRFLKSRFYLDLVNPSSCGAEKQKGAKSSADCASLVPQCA
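MLSMR compounds (23 nl, pin-transferred) preincubated 10 min at room temperature with a 500nM (2x) first reagent, then RGS4 at 900nM (2x) plus Transcreener GDP mix added; fluorescence polarization (620/688 nm) read before and after 90 min at 30 °C.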
GLS inh = blocks human kidney-isoform glutaminase activity; GLS enzymatic activity, qHTS titration; Potency, µM (doses to about 45.5 µM), without a hit: at the highest dose activity change, negative = inhibition, hits mostly inhibitors; AID 624170; actives 0.21% (n = 410,000); O94925; note: % is set by controls: 0 for no effect and ±100 for the full control effect
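hKGA; 45 mM KH2PO4 pH 8.2 + 0.02% Tween-20; cpd via pin tool; 1 mM Gln soln; GluOx/HRP/Amplex Red; RT 30 min; fluor. t0 & final.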
* hit, by the source's call; i = inactive; ? = inconclusive; · = no result given; & = joins results of further samples; [ ] = another dose, or the depositor's remark. Unless noted, calls come from the whole dose curve; as a rule, active = well fitted curve in the direction sought with a large enough effect; inconclusive = small, poorly fitted or top-dose-only effect, or another doubt; inactive = no such curve, though single readings can be large; an effect the other way counts as inactive or inconclusive. Potency is the fitted concentration of half-maximal effect. This is a subset; rates above refer to the full screens.

Preview, 3 compounds:
SMILES	JMJD2A Tudor inh	Tb PGK inh	12-LOX inh	ERG-DNA inh	Pin1 inh	TrxR1 inh	HP1b chromo inh	RGS4 inh	GLS inh
CCCSc1nc2c([nH]c3ccccc32)c(=O)n1C	0%	-3%	-24%	-4%	0%	27%[57.1 µM]	27%[57 µM]	-12%	5%
CN1CCN(C(=O)c2ccc3c(=O)n4c(nc3c2)CCCCC4)CC1	3%	4%	166%[activator]	8%	-1%	-9%[57.1 µM]	23%	-1%	2%
COc1ccc2oc(=O)c(C(=O)N3CCc4ccccc43)cc2c1	3%	4%	0%&9%	1%	5%	17%[57.1 µM]	47%[activator]	37%	8%

The list itself, from the start:
SMILES	JMJD2A Tudor inh	Tb PGK inh	12-LOX inh	ERG-DNA inh	Pin1 inh	TrxR1 inh	HP1b chromo inh	RGS4 inh	GLS inh
CCCSc1nc2c([nH]c3ccccc32)c(=O)n1C	0%	-3%	-24%	-4%	0%	27%[57.1 µM]	27%[57 µM]	-12%	5%
CN1CCN(C(=O)c2ccc3c(=O)n4c(nc3c2)CCCCC4)CC1	3%	4%	166%[activator]	8%	-1%	-9%[57.1 µM]	23%	-1%	2%
COc1ccc2oc(=O)c(C(=O)N3CCc4ccccc43)cc2c1	3%	4%	0%&9%	1%	5%	17%[57.1 µM]	47%[activator]	37%	8%
COC(=O)c1ccc(/C=N/NS(=O)(=O)c2cc(C)ccc2C)cc1	-1%	-4%	-17%	9%	2%	4%	48%[activator]	-13%	14%
COC(CNC(=O)c1ccc2nc(-c3cccs3)c(-c3cccs3)nc2c1)OC	-3%	-1%	-1%	17%	6%	-4%	32%	-12%	-1%
O=C(c1ccco1)N(Cc1ccc([N+](=O)[O-])cc1)c1ccc(Cl)cc1	?	2%	4%	0%	?	-5%[57.1 µM]	?	7%[11.4 µM]	-3%
CC(C)CN(C(=O)c1ccc(C(F)(F)F)cc1)c1c(N)n(CC(C)C)c(=O)[nH]c1=O	-23%	4%	24%	3%	6%	8%[57.1 µM]	34%[activator]	-6%	0%
O=C1c2ccccc2S(=O)(=O)c2cc(C(=O)N3CCC(O)CC3)ccc21	-12%	-11%	-2%	-13%	5%	7%	40%[activator]	-14%	-5%
CC(=O)Nc1ccc(NC(=O)C(C)OC(=O)c2ccc(N(C)C)cc2)cc1 (stereo not given)	-10%	-4%	-12%	1%	1%	26%[57.1 µM]	-7%	12%	-18%
CCOC(=O)N1CCC(N(CCN(C)C)C(=S)Nc2cc(Cl)ccc2C)CC1	-10%	-5%	-9%	1%	-4%	0%	34%	-27%	18%
COc1cc(NC(=O)Cn2c(=O)n(C(C)C)c(=O)c3oc4ccccc4c32)cc(OC)c1	-5%	-4%	-3%	-1%	4%	15%	23%	-5%	0%
COc1cccc(C2(c3cccc(OC)c3)CC2C(=O)Nc2ccc(F)cc2)c1 (stereo not given)	0%	-4%	-22%	-3%	3%	7%[57.1 µM]	34%	-18%	-19%
Cc1cccc(OCCC(=O)OCC(=O)Nc2c(C)nn(-c3ccccc3)c2C)c1	-7%	-10%	·	14%	-2%	6%	27%	14%	-3%
CCc1cccc(NC(=O)CN(c2ccc(C)cc2)S(=O)(=O)c2c(C)noc2C)c1	-15%	-2%	-8%	-1%	10%	17%	16%[57 µM]	-4%	-6%
COc1ccc(NC(=O)c2cn(-c3ccccc3)nc2-c2cc3ccccc3o2)cc1	11%	4%	11%	-3%	8%	-26%[57.1 µM]	35%	-10%	0%
O=c1[nH]c2ccccc2n1CCCN1CCCCC1	-4%	i	-22%	-4%	-3%	17%[57.1 µM]	3%	-9%	2%
COc1cccc(Nc2nc(Nc3ccc(Cl)c(C(=O)O)c3)nc(C)c2[N+](=O)[O-])c1	?	-8%	?	3%	-10%	-2%	-5%	17%	26%
Cc1ccc(/C=N/NC(=O)c2ccncc2)o1	?	-6%	-1%	-14%	-10%	?	12%	-15%	4%
CCCCN1C(=O)NC(c2ccc(OC)cc2)C(C(=O)OCc2ccccc2)=C1C (stereo not given)	-18%	8%	-18%	0%	?	8%	24%	13%	-1%
CCOc1ccccc1OCCCOc1ccc(C)cc1Cl	216%[activator]	-2%	57%[activator]	-6%	1%	15%[57.1 µM]	345%[activator]	-6%	-6%
O=C(c1ccc2c(=O)n(Cc3ccc(Cl)cc3)c(=S)[nH]c2c1)N1CCCC1	-8%	1%	-14%	-14%	5%	-1%	35%	13%	-2%
CCOC(=O)C(C(=O)Nc1ccc(C)cc1)C1CCCCC1 (stereo not given)	-21%	1%	-21%	1%	5%	2%[57.1 µM]	19%	-5%	7%
CCOC(=O)N1CCN(Cc2cc(=O)oc3ccc4ccccc4c23)CC1	-2%	-2%	-1%	12%	11%	7%	40%[activator]	-21%	6%
O=C(COc1ccc(F)cc1)Nc1cc(Cl)ccc1-n1cncn1	-11%	-5%	3%	4%	-3%	-15%	12%	-40%	-10%
Cc1cc(=O)n(Cc2ccccc2)c2ccccc12	-29%	·	1%	7%	2%	24%	28%	?	4%
COc1ccc(-c2nc3c(s2)CCc2onc(-c4ccc(OC)cc4)c2-3)cc1	-22%	-1%	0%	-8%	10%	9%[57.1 µM]	26%	-4%	4%
CCOc1ccc(NC(=O)CCSc2ccc(C)cc2)cc1	3%	-4%	-28%	-1%	0%	-18%	17%	22%	7%
CCC(C)(C)n1nnnc1C(c1ccc(C)cc1)N1CCN(C(=O)c2ccco2)CC1 (stereo not given)	6%	-1%	0%	8%	2%	-26%	33%	-12%	-1%
FC(F)Oc1ccc(N=C2SCC3CCCCN23)cc1 (stereo not given)	36%	-4%	-5%	-5%	-1%	7%	58%[activator]	-6%	-2%
O=S(=O)(c1cccc(Cl)c1)N1CCCC1	-9%	-2%	6%	0%	-1%	8%	1%	4%	-3%
CCN1CCN(c2ccc(NC(=O)COc3ccc([N+](=O)[O-])cc3)cc2)CC1	-9%	3%	-16%	3%	-4%	-1%	10%	-1%	27%
CC1Cc2ccccc2N1C(=O)CSc1nnc(-c2ccccc2Cl)o1 (stereo not given)	1%	·	-29%	-2%	10%	16%	56%[activator]	6%	0%
CC(=O)SCC(=O)N=c1sc2cc(F)ccc2n1C	-4%	4%	-2%	-2%	2%	16%[57.1 µM]	15%	-1%	7%
Cc1nn(-c2ccccc2)c(C)c1/C=N/NC(=O)c1cnccn1	2%	-11%	144%[activator]	4%	1%	7%	47%[activator]	13%	-8%
COc1ccccc1/C=C/C=N/NC(=O)c1ccc(=O)n(C)c1	?	-7%	23%	-2%	-2%	-27%	?	?	16%
C=CCC[C@@H](Cc1ccc(F)cc1)C(=O)OC[C@H](Cc1c[nH]c2ccccc12)NC(=O)[C@@H](CC=C)CC(=O)NCCO	?	1%	-16%	-5%	2%	7%	-1%	-19%	3%
Nc1ccc(Oc2ccc3nc(-c4ccccc4)c(-c4ccccc4)nc3c2)cc1	?	-3%	0%	4%	-6%	8%[57.1 µM]	-11%	-15%	8%
Cc1nc(Cl)sc1C(=O)Nc1ccccc1Cl	-1%	-2%	11%	3%	-1%	17%	42%[activator]	-20%	3%
C/C(=C\c1ccccc1)C(=O)Nc1nc2ccc([N+](=O)[O-])cc2s1	-11%	-1%	2%	2%	0%	-8%	13%	-32%	2%
CCc1ccccc1NC(=O)CN(c1cccc(OC)c1)S(C)(=O)=O	-24%[57.1 µM]	-3%	60%[activator]	4%	-5%	25%	-19%	15%[56.9 µM]	-1%
O=[N+]([O-])c1cccc(Cn2cnc3c(=S)nc[nH]c32)c1	-12%	i	?	-16%	5%	-10%	24%	-17%	2%
Cc1ccc(N=Nc2ccc(C)cc2NC(=O)Nc2ccccc2F)cc1	-26%	-8%	16%	8%	-9%	18%	17%	4%	-6%
COc1ccc(C(=O)Nc2ccc3oc(-c4cccc(Cl)c4)cc(=O)c3c2O)cc1	-19%	i	-23%	-10%	?	-11%[57.1 µM]	26%	-45%	-1%

Quoted at random: 7 entries already listed.
SMILES	JMJD2A Tudor inh	Tb PGK inh	12-LOX inh	ERG-DNA inh	Pin1 inh	TrxR1 inh	HP1b chromo inh	RGS4 inh	GLS inh
COc1ccccc1/C=C/C=N/NC(=O)c1ccc(=O)n(C)c1	?	-7%	23%	-2%	-2%	-27%	?	?	16%
CCOc1ccc(NC(=O)CCSc2ccc(C)cc2)cc1	3%	-4%	-28%	-1%	0%	-18%	17%	22%	7%
COc1cccc(C2(c3cccc(OC)c3)CC2C(=O)Nc2ccc(F)cc2)c1 (stereo not given)	0%	-4%	-22%	-3%	3%	7%[57.1 µM]	34%	-18%	-19%
CCCSc1nc2c([nH]c3ccccc32)c(=O)n1C	0%	-3%	-24%	-4%	0%	27%[57.1 µM]	27%[57 µM]	-12%	5%
CC(=O)SCC(=O)N=c1sc2cc(F)ccc2n1C	-4%	4%	-2%	-2%	2%	16%[57.1 µM]	15%	-1%	7%
O=[N+]([O-])c1cccc(Cn2cnc3c(=S)nc[nH]c32)c1	-12%	i	?	-16%	5%	-10%	24%	-17%	2%
CCc1cccc(NC(=O)CN(c2ccc(C)cc2)S(=O)(=O)c2c(C)noc2C)c1	-15%	-2%	-8%	-1%	10%	17%	16%[57 µM]	-4%	-6%
